GC-A act: GC-A (human) enzyme activation. HEK293 GC-A cells, cGMP TR-FRET, EC30 ANP; 0% at EC30 ANP, 100% saturating ANP. activation, % at 10 µM. actives 0.14% (n = 370,000). P16066; in the data active = activation above about 40%
Target sequence (P16066 whole entry, looked up): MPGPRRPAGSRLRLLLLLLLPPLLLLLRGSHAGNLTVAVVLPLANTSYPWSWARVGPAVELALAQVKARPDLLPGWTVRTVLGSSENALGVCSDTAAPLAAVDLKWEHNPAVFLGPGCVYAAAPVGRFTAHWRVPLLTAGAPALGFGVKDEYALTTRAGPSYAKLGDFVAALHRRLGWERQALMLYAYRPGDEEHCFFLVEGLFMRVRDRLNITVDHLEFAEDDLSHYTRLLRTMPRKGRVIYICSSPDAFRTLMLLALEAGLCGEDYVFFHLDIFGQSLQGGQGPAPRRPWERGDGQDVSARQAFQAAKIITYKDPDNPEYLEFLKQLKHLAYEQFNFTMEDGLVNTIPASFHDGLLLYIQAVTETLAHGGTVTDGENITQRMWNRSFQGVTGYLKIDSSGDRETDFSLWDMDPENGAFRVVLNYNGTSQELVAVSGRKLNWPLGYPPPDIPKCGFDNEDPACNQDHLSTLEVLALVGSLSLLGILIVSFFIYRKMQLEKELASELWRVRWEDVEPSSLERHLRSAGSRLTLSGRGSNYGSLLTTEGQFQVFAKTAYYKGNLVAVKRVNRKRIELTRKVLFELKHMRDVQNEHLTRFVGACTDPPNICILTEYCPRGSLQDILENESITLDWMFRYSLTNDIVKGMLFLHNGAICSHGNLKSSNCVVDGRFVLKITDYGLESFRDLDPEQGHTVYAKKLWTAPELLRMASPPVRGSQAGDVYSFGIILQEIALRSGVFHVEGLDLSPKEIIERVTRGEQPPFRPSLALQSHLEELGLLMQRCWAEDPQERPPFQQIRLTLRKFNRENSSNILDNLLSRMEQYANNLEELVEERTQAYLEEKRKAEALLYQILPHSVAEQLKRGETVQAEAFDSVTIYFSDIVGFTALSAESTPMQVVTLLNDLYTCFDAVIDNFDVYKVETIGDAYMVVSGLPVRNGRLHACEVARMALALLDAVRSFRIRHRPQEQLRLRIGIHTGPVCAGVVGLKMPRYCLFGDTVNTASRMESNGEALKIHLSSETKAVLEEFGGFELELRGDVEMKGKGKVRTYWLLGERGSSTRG
hgDAF-12 ag: activates the H. glycines DAF-12 receptor ligand-binding domain. HEK293 GAL4-hgDAF12 UAS-luciferase reporter, agonist luminescence; normalized to butyrate control. activation, % at 6.8 µM. actives 1.8% (n = 370,000). AID 687014;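 active = activation above a cutoff set at the mean of all screened compounds plus 3 SD, cut at about 10% in these data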;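 also: 0% = DMSO wells and 100% = sodium butyrate wells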
FXN GAA850 act: increases GAA850 frataxin promoter reporter activity. activation, % at 6 µM. HEK293 lucGAA850 FXN promoter luciferase reporter, 24 h; percent of 10 µM SAHA response. actives 0.56% (n = 360,000);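 active = activation above the average of all compounds screened plus 3 SD, cutoff fixed separately per campaign, cut at about 7.5% in these data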;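 also: 0% = DMSO wells and 100% = 10 µM SAHA wells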
hcDAF-12 act: H. contortus DAF-12 activation, primary screen; HEK293 hcDAF-12 lit1-tk-luc reporter, luminescence; 0% DMSO, 100% Δ7-dafachronic acid; activation, % at 6.8 µM; actives 1.4% (n = 370,000); AID 652067;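 active = activation above the mean of all tested compounds plus 3 SD, cut at about 5.5% in these data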;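 also: 100% = response to 3 µM Δ7-dafachronic acid high control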
SMARCA2 act: activators of SMARCA2 function; MG213 cells, MMTV-luciferase reporter, dexamethasone, overnight; activation, % at 9.1 µM; actives 1% (n = 370,000); AID 652017; in the data active = activation above about 7.8%;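 also: 0% = vehicle wells and 100% = reference activator wells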
ssDAF-12 act: S. stercoralis DAF-12 activation, primary screen. actives 1% (n = 370,000). AID 652126. HEK293 ssDAF-12/GRIP1 lit1-tk-luc reporter, luminescence; % of 3 µM dafachronic acid response. activation, % at 6.8 µM;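 active = activation above the mean over all tested compounds plus 3 SD, cut at about 0.9% in these data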;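 also: 0% = DMSO-only wells and 100% = 3 µM delta7-dafachronic acid wells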
ADAM17 inh: inhibitors of human ADAM17 | actives 0.83% (n = 370,000) | inhibition, % at 6.95 µM | recombinant ADAM17, EDANS/DABCYL FRET peptide cleavage | P78536 | AID 720648;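 active = inhibition above the mean of compounds lying between control limits plus 3 SD, set per campaign, cut at about 8.5% in these data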;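 also: 0% = DMSO-only wells as the low control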
PG9 Ab binder: binds the HIV-1 gp120 antibody PG9; TR-FRET gp120-PG9 antibody binding; inhibition, % at 6.7 µM; actives 0.43% (n = 360,000); AID 624416; in the data active = inhibition above about 8.5%
DAX1 inh-1: inhibitors of human orphan nuclear receptor DAX1 (NR0B1); P51843; HEK293 Gal4-DAX1 luciferase reporter, luminescence; inhibition, % at 6.75 µM; actives 0.99% (n = 340,000); AID 504766;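 active = inhibition above the mean over all tested compounds plus 3 SD, cut at about 4.2% in these data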;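 also: 0% = DAX1-transfected cells with DMSO and 100% = empty-vector control cells with DMSO; inhibition shows as a rise in luminescence from relieved DAX1 repression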
ADAM10 inh: inhibits human ADAM10; AID 720582; recombinant ADAM10, EDANS/DABCYL FRET peptide cleavage, 3 h; O14672; inhibition, % at 7 µM; actives 0.62% (n = 370,000);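 active = inhibition above a per-campaign cutoff equal to the mean of compounds falling between control-based bounds plus 3 SD, cut at about 20% in these data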;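 also: 0% = DMSO wells while the 100% control is not disclosed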
DAX1 inh-2: inhibitors of DAX1 repression of SF-1 activated StAR promoter. HEK293T StAR-luciferase reporter, SF-1/DAX-1 repression relief. inhibition, % at 6.8 µM. actives 1.1% (n = 370,000). AID 652010;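 active = inhibition above the mean over all tested compounds plus 3 SD, cut at about 3.6% in these data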;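 also: 0% = DAX-1 cells with DMSO and 100% = cells lacking DAX-1 with DMSO; higher inhibition means more luminescence from relief of DAX-1 repression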
* hit, by the source's call; i = inactive; · = not tested or not shown.

SMILES	GC-A act	hgDAF-12 ag	FXN GAA850 act	hcDAF-12 act	SMARCA2 act	ssDAF-12 act	ADAM17 inh	PG9 Ab binder	DAX1 inh-1	ADAM10 inh	DAX1 inh-2
COc1ccc(-c2cc(C(=O)NCCN3CCOCC3)c3ccccc3n2)cc1	2	-1.3	1.1	0.0	1	-1.0	-206	-0.8	0.5	i	1.1
O=C(CCC1CCCN(C(=O)c2ccsc2)C1)N1CCN(c2ccccn2)CC1 (configuration not stated)	-1	-3.2	0.5	-1.1	-3	-1.5	-8	0.2	0.2	-11	-0.8
C/C(=N\Nc1nc(C)cc(-c2ccccc2)n1)c1cccc(N)c1	-1	0.1	-0.5	-1.4	-3	-1.3	-1	-0.3	2.0	-11	0.0
Cc1ccnc2nc(C(=O)Nc3nnc(-c4ccccc4)o3)nn12	-1	0.2	-0.5	-0.4	-3	-0.2	-3	-0.9	1.1	4	0.2
Cc1ccc(NC(=S)N2CCOCC2)c(C)c1	-1	0.4	0.4	-3.3	-1	-0.9	-4	-0.1	0.0	-4	-0.4
CNCC(O)COc1cccc(OC)c1 (configuration not stated)	3	-0.2	-0.5	-1.9	-3	-1.8	-1	-0.1	-0.3	4	0.4
C=C(C)CCC1(C)NC(=O)N(c2ccccc2)N1 (configuration not stated)	-5	0.9	0.5	-0.1	1	-0.8	1	-3.6	0.5	-1	-0.2
COc1ccc(Nc2nc(=O)[nH]nc2C)cc1	-2	-1.2	1.4	-1.9	-1	-1.3	0	-1.2	1.4	0	0.1
CCOC(=O)Nc1ccc(C(=O)NCC2CCCO2)cc1 (configuration not stated)	5	1.0	-0.7	-1.2	-3	-1.1	-6	0.8	0.9	2	-0.4
CC(=O)/C(=N\Nc1ccccc1)Sc1nncn1C	4	2.1	-0.3	8.4*	2	0.2	1	-1.3	0.8	6	0.4
O=C(NCCC(c1ccccc1)c1ccccc1)c1ccc(Br)o1	-8	-0.4	1.1	0.4	-1	-1.1	1	-1.1	-0.3	7	-1.4
CCCCN(CC)C(=O)c1cc2c(=O)n3cccc(C)c3nc2s1	5	0.1	6.0	1.7	-3	-0.3	-344	0.9	-1.6	i	0.0
CC(C)(C)C1CCC(=NNC(=S)Nc2cccnc2)CC1 (configuration not stated)	-2	0.4	-2.3	-1.2	2	3.8*	-1	1.9	1.0	11	0.6
COC(=O)[C@]12C[C@H](CC(=O)NCCC(C)C)C(=O)N(Cc3ccccc3)C1=C[C@H](C1CCCC1)O[C@@H]2C	-8	0.9	·	0.6	-7	-1.2	0	0.5	·	12	0.6
Cc1c(CCC(=O)N[C@@H](CC(C)C)C(=O)O)c(=O)oc2cc3oc4c(c3cc12)CCCC4	1	-9.4	-8.6	-5.6	-8	-1.8	-74	-1.4	-2.6	-179	-0.7
COc1ccc(CNC(=O)c2nnn(Cc3ccc(OC)cc3)c2N)cc1	0	1.0	-1.1	-2.6	1	-1.4	0	-0.1	-1.6	-3	0.2
CN1C(=O)c2cccc(NC(=O)CCc3ccccc3)c2C1=O	11	1.7	-0.5	-2.2	-4	-1.6	-43	-0.9	2.3	-203	-0.1
C=CCN1CCN(C(=O)c2cc3c(s2)CCCC3)CC1	0	0.2	1.4	2.3	2	-0.8	6	-1.2	1.6	-8	0.9
CCOc1cc(/C=C2\SC(=O)N(CC(=O)Nc3ccccc3F)C2=O)cc([N+](=O)[O-])c1O	-9	1.0	2.6	1.2	0	-1.3	-1	-0.5	3.3	-2	0.3
COc1ccc(Nc2oc(-c3ccccc3)nc2C#N)cc1	5	10*	5.0	0.7	0	-2.3	-30	1.2	-0.6	-103	0.5

Molecules shown so far containing a furan ring, fused or not, in the order listed:
SMILES	GC-A act	hgDAF-12 ag	FXN GAA850 act	hcDAF-12 act	SMARCA2 act	ssDAF-12 act	ADAM17 inh	PG9 Ab binder	DAX1 inh-1	ADAM10 inh	DAX1 inh-2
O=C(NCCC(c1ccccc1)c1ccccc1)c1ccc(Br)o1	-8	-0.4	1.1	0.4	-1	-1.1	1	-1.1	-0.3	7	-1.4
Cc1c(CCC(=O)N[C@@H](CC(C)C)C(=O)O)c(=O)oc2cc3oc4c(c3cc12)CCCC4	1	-9.4	-8.6	-5.6	-8	-1.8	-74	-1.4	-2.6	-179	-0.7

Continued.
SMILES	GC-A act	hgDAF-12 ag	FXN GAA850 act	hcDAF-12 act	SMARCA2 act	ssDAF-12 act	ADAM17 inh	PG9 Ab binder	DAX1 inh-1	ADAM10 inh	DAX1 inh-2
Fc1ccc(CNCc2ccco2)cc1	-1	-0.3	0.8	-0.5	-2	-0.4	8	-2.7	-0.4	20*	1.0
CCc1ccc(NC(=O)c2cnc(SC)nc2C)cc1	1	2.8	2.1	0.3	3	-0.7	1	-1.0	0.3	3	0.1
C[C@]12CCC(=O)C=C1[C@H](O)C[C@@H]1[C@@H]2[C@@H](O)C[C@@]2(C)[C@H]1CC[C@]2(O)C(=O)CO	3	-0.4	1.6	-1.3	-4	-1.0	-4	-1.6	-0.6	0	1.1
O=C(NCCOc1ccccc1)C1CCC(=O)N(CCc2ccccn2)C1 (configuration not stated)	4	3.5	0.3	-0.8	1	-1.3	1	-0.5	0.6	0	0.0
CCOc1cc(-c2noc(CCC(=O)NCCc3ccccc3)n2)ccc1OC	-4	-2.9	1.8	-2.1	1	-0.9	-1	-1.9	0.1	7	-0.8
Cc1cccc(NC(=O)C2CCCN(S(=O)(=O)c3cccc4nonc34)C2)c1 (configuration not stated)	0	2.7	2.2	-0.5	-2	-1.0	-1	-2.5	-0.5	-1	-0.2
COC(=O)c1ccc(C(C(=O)NCc2ccccc2)N(Cc2cccs2)C(=O)c2cnccn2)cc1 (configuration not stated)	0	-1.8	-4.5	-0.9	3	-1.4	-2	-3.2	-0.8	7	-0.5
COc1ccc(C(=O)NCCCNC(=O)c2cccnc2)cc1OC	6	-0.4	2.5	-0.6	-4	-0.6	-4	0.3	0.6	2	-0.1
CCCCNC(=O)C(=O)N/N=C/c1ccc(OCc2ccccc2)cc1	3	-2.8	-0.1	-1.0	3	-0.5	0	-3.1	-0.7	5	0.2
O=C(O)c1nnn(-c2ccc([N+](=O)[O-])cc2)c1-c1ccccc1	1	0.4	2.1	2.9	-5	-0.8	0	0.7	-0.5	6	-0.3

A draw from above in order of length of the SMILES, high to low.
SMILES	GC-A act	hgDAF-12 ag	FXN GAA850 act	hcDAF-12 act	SMARCA2 act	ssDAF-12 act	ADAM17 inh	PG9 Ab binder	DAX1 inh-1	ADAM10 inh	DAX1 inh-2
O=C(O)c1nnn(-c2ccc([N+](=O)[O-])cc2)c1-c1ccccc1	1	0.4	2.1	2.9	-5	-0.8	0	0.7	-0.5	6	-0.3
CCOc1cc(-c2noc(CCC(=O)NCCc3ccccc3)n2)ccc1OC	-4	-2.9	1.8	-2.1	1	-0.9	-1	-1.9	0.1	7	-0.8
COc1ccc(C(=O)NCCCNC(=O)c2cccnc2)cc1OC	6	-0.4	2.5	-0.6	-4	-0.6	-4	0.3	0.6	2	-0.1

The results go on.
SMILES	GC-A act	hgDAF-12 ag	FXN GAA850 act	hcDAF-12 act	SMARCA2 act	ssDAF-12 act	ADAM17 inh	PG9 Ab binder	DAX1 inh-1	ADAM10 inh	DAX1 inh-2
COc1ccc(NC(=O)c2cc3ccc(O)cc3o/c2=N\O)cc1	8	18*	5.2	5.7*	3	0.6	-10	-3.5	-0.2	-16	2.5
NC(=O)c1cc([N+](=O)[O-])ccc1NCC1CCCCC1	4	0.9	2.1	-0.7	3	-0.8	3	-1.0	-1.1	8	0.6
CC1(C)CCN2CCC(C)(C)c3c(O)ccc1c32	-5	-6.4	-1.8	-1.3	-4	-1.9	-12	-3.2	-0.9	-30	-1.2
COc1ccccc1NC(=O)c1ccc(-c2nn(C)c(=O)c3ccccc23)cc1	-4	-1.5	-1.2	-2.1	-5	-2.1	-2	-1.8	-1.1	-6	-1.6
Cc1ccccc1NC(=O)CCc1c(C)nn(-c2ccc(N3CCCCC3)nn2)c1C	-1	1.6	2.2	-0.8	-1	-0.8	1	0.0	-0.8	3	-0.2
Cc1cnc(CN(C)C(=O)C2CCC(=O)N(CCc3ccccc3)C2)[nH]1 (configuration not stated)	-1	-0.5	-0.5	0.1	-2	-0.8	3	-0.6	0.7	-1	0.5
COc1ccc(CN2CCN(C(=O)CCC(=O)Nc3nnc(C4CCCCC4)s3)CC2)cc1F	3	-2.1	0.5	-3.9	-2	-1.5	-2	-1.9	-1.5	1	-6.0
O=C(NCCSc1ccccc1)c1ccccc1F	3	13*	4.9	5.8*	2	-0.7	-2	-1.6	3.1	-4	1.7
O=S(=O)(NCc1cccs1)c1ccc(Br)cc1	-2	1.2	-0.5	-2.8	-2	-1.3	2	-2.2	0.5	2	-1.6
COc1cccc(CN(C)C(=O)CC[C@H]2O[C@@H](n3cnc4c(NC(=O)c5ccccc5)ncnc43)[C@H](O)[C@@H]2O)c1	1	0.4	·	-2.4	1	-1.5	2	-0.7	·	-28	0.0
COc1ccc(CCNC(=S)Nc2ccc(OC)cc2)cc1	5	-3.4	-1.6	-1.6	-1	-1.0	1	-1.6	0.2	7	-0.1
N#CC(C#N)=C(N)CSc1cccc[n+]1[O-]	-1	3.2	-0.9	1.5	0	-1.2	-2	-0.4	0.3	i	-0.1
CC(C)c1ccc(NC(=O)c2ccc(NS(C)(=O)=O)cc2)cc1	0	1.9	-0.7	-0.7	5	-1.4	5	-0.5	-0.8	12	0.1
O=C1c2ccccc2-c2nccnc21	-5	-0.1	-2.4	-0.8	-1	-1.0	-3	0.8	0.5	-6	0.2
COc1cccc(-c2nc3nc(C)cc(C)n3c2Nc2ccc3c(c2)OCCO3)c1	26	9.9	·	0.8	1	-0.5	-2	-2.4	·	-11	1.1
COC(=O)c1ccccc1NC(=S)NC(=O)COc1ccc(C(C)C)cc1	1	6.3	2.5	-0.7	3	-1.0	-4	-1.4	0.7	-7	0.4
CC1=C(C(=O)OCC2CCCO2)C(c2ccc(C)cc2)C2=C(CCCC2=O)N1 (configuration not stated)	1	1.4	-1.6	-1.6	-2	-2.2	-79	0.1	0.5	-219	-0.1
COc1ccc(-c2[nH]c(-c3ccccc3)nc2SCC(=O)NC2CCCC2)cc1	-5	-1.3	-2.7	-1.5	-5	-1.2	-21	-4.5	-0.7	-95	1.0
COc1ccccc1CN1C(=O)CN(C2CCCCCC2)C(=O)C1c1ccc(F)cc1 (configuration not stated)	-1	-0.6	-2.3	-1.9	-4	-1.1	-2	0.6	-0.5	1	-0.7
OCC(O)C(O)CC1SCCS1 (configuration not stated)	1	-1.7	-3.1	0.3	0	-1.1	-4	-0.1	1.9	-16	-0.5
CCc1ccccc1N(CC(=O)NC(C)(C)CC)C(=O)CCC(=O)Nc1nccs1	-9	-2.2	-1.6	2.1	-1	-1.6	4	-1.7	-0.5	5	0.0
Cc1cc(C)n2nc(C(=O)Nc3ccc4c(c3)OCCO4)nc2n1	3	8.3	5.5	2.2	4	-0.7	1	0.9	0.5	-12	6.0*
C=CCNC(=S)NNC(=O)c1ccncc1	-4	1.2	0.2	0.5	3	-0.8	3	-1.8	0.0	2	-0.1

Assay outcomes (PubChem BioAssay)
